# Rac1 wt modul: human Rac1 wildtype GTP binding, inhibitors and activators. P63000. GST-Rac1 beads, fluorescent GTP binding, flow cytometry; actives lie on both sides; 0 = cold GTP competed, 100 = untreated. GTP binding activity (% of control), % at 10 µM. actives 0.27% (n = 190,000). AID 757;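 active = GTP binding activity at least 20 points away from the 100% control level, either lower or higher; inconclusive = compound flagged as likely green fluorescent, judged across all proteins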
# Rab7 wt GTP bind: dog Rab7 wildtype GTP binding, inhibitors and activators | GTP binding activity (percent of control), % at 10 µM | GST-Rab7 beads, fluorescent GTP binding, flow cytometry; actives lie on both sides; untreated = 100%, excess cold GTP = 0% | actives 0.055% (n = 190,000);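 active = fluorescent GTP binding to Rab7 beads changed by at least 20 points from the 100% baseline, either direction, mostly lower; inconclusive = compound itself probably fluorescent, or too few beads counted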;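 also: median green fluorescence of bound Bodipy-FL-GTP per Rab7 bead population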
# Mcl-1 Bim block: inhibitors of Bim-Mcl-1 interaction, human | Q07820 | Bead-based flow cytometry, Bim peptide-Mcl-1 binding | inhibition, % at 10 µM | actives 0.1% (n = 190,000) | AID 1009; in the data active = inhibition above about 40%;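 also: 0% = no compound tracer wells and 100% = peptide blocker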
# Target sequence (Q07820 whole entry, looked up): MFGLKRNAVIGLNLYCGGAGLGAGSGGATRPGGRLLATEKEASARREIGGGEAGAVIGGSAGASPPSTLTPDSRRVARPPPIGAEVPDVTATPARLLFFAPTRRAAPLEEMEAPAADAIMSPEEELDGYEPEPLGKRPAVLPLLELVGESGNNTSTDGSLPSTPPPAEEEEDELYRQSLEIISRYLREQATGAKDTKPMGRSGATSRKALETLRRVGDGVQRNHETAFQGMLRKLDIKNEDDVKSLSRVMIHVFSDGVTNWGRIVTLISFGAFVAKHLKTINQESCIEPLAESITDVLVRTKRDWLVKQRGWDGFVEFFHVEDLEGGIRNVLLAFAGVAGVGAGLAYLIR
# RGS8-Gao: human RGS8-Galphao interaction regulation. P09471. multiplexed bead flow cytometry, RGS8-Galphao binding; actives lie on both sides. response (percent of control binding), % at 10 µM. actives 0.34% (n = 220,000); in the data active = response below about 60% or above about 140%; inactive = in between;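 also: Galphao activated as the GDP aluminium fluoride complex binding bead-coupled RGS8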
# Target sequence (P09471 whole entry, looked up): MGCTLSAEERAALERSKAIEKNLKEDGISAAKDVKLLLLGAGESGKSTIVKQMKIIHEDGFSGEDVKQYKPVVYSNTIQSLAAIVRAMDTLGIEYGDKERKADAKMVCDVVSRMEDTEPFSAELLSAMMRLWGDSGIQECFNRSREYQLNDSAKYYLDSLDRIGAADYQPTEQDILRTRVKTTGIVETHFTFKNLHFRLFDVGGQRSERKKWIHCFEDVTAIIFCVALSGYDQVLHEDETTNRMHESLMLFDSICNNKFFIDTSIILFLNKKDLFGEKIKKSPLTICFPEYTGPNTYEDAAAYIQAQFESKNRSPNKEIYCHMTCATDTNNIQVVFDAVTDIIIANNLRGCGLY
# Rab2 wt GTP: changes GTP binding to wildtype dog Rab2A, up or down; P61105; GST-Rab2 wt beads, Bodipy-GTP binding, flow cytometry; GTP binding activity, % at 10 µM; actives 0.19% (n = 190,000);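 active = GTP binding activity at least 20 points away from 100%, either lowered or raised; inconclusive = signal likely due to the compound's own green fluorescence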;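 also: 0% = beads with excess unlabeled GTP and 100% = no-compound control corrected for plate trend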
# Cdc42 wt: modulators (inhibitors or activators) of GTP binding to human Cdc42 wildtype; GST-Cdc42 beads, Bodipy-GTP binding, flow cytometry; actives lie on both sides; actives 0.2% (n = 190,000); percent activity (GTP binding), % at 10 µM;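 active = percent activity GTP binding at least 20 points away from the 100% baseline, either down as inhibitor or up as activator; inconclusive = compound flagged as likely green fluorescent from well-wide comparison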;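 also: median bead fluorescence of bound Bodipy-FL-GTP at 100 nM; 0% = excess unlabeled GTP control and 100% = no compound control; below 100% means less GTP binding so inhibitor and above means activator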
# Target sequence (P60953 whole entry, looked up): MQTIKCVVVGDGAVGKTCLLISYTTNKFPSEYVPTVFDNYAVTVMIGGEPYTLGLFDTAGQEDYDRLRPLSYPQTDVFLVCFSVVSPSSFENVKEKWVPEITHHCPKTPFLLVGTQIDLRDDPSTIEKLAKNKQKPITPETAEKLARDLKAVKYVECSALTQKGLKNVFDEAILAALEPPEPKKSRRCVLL
# Mcl1 Bid PPI: disrupts binding of human Mcl-1 to Bid peptide; actives 0.97% (n = 220,000); AID 1021; TR-FRET Mcl-1/Bid-Dy647 peptide binding, 1536-well; inhibition, % at 21.7 µM;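 active = compounds that cut the binding signal by more than half at the single screening dose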;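 also: His-tagged Mcl-1 with europium anti-His antibody binding Bid BH3 peptide; 0% = Mcl-1 plus peptide wells and 100% = peptide-only wells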
# Mcl1-Noxa inh: disrupts binding of human Mcl-1 to Noxa peptide. Q07820. TR-FRET Mcl-1/Noxa peptide binding, 2 h. inhibition, % at 21.7 µM. actives 1.5% (n = 220,000). AID 1022;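 active = compounds that cut the protein-peptide binding signal by more than 50% relative to plate controls in a single-dose test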;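 also: His-tagged Mcl-1 with rhodamine Noxa BH3 peptide and terbium anti-His antibody; 0% = Mcl-1 plus Noxa peptide wells and 100% = peptide-only wells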
# Pf gametocyte: inhibitors of late stage P. falciparum gametocyte viability. P. falciparum stage V gametocytes, ATP luminescence, 24 h. inhibition, % at 10.9 µM. actives 0.065% (n = 150,000);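 active = inhibition above the mean plus 3 SD of compounds within the control limits, set per campaign, cut at about 38% in these data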;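 also: 0% = DMSO wells and 100% = medium only without gametocytes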
# Rac1 mut GTP: alters GTP binding to activated mutant human Rac1. GST-Rac1 activated beads, fluorescent GTP binding, flow cytometry; actives lie on both sides; 100% means binding = to untreated wells. P63000. AID 764. percent activity (GTP binding), % at 10 µM. actives 0.11% (n = 190,000);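 active = GTP binding at least 20 percentage points away from the 100% baseline, in either direction, so actives lie on both sides; inconclusive = Compound likely fluorescent itself, or too few beads counted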
# HRas wt GTP bind: changes GTP binding to wildtype human HRas; P01112; GST-Ras wt beads, Bodipy-FL-GTP binding, flow cytometry; actives lie on both sides; GTP binding activity, % at 10 µM; actives 0.14% (n = 190,000); AID 759;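 active = GTP binding activity at least 20% away from the 100% baseline, either lowered as inhibitor or raised as activator; inconclusive = flagged as likely green fluorescent, judged across all proteins in the well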;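 also: 0% = unlabeled GTP competition control and 100% = no-compound control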
# Starred values were filed as active, the others as inactive; ? = inconclusive; . = no result given.
SMILES,Rac1 wt modul,Rab7 wt GTP bind,Mcl-1 Bim block,RGS8-Gao,Rab2 wt GTP,Cdc42 wt,Mcl1 Bid PPI,Mcl1-Noxa inh,Pf gametocyte,Rac1 mut GTP,HRas wt GTP bind
Cn1c(SCn2nnc3ccccc3c2=O)nc2ccccc2c1=O,91.0,92.0,0.0,98.7,96.0,95.0,-3.6,4.4,.,93.0,93.0
O=C(CNCCO)N1N=C(c2cccs2)CC1c1cccs1 (stereo unspecified),96.0,91.0,4.0,92.4,94.0,92.0,-16.6,-1.1,-18.9,96.0,95.0
Cc1occc1C(=O)NNC(=O)c1cccc(F)c1,97.0,93.0,-2.0,102.8,94.0,96.0,-27.1,4.8,-0.1,98.0,96.0
COc1ccc(C(=O)Nc2ccc3c(c2)nc2n3CCSC2)cc1,93.0,95.0,-1.0,101.1,96.0,93.0,-12.1,2.5,-11.1,99.0,97.0
COc1ccccc1OCc1ccc(C(=O)n2nc(C)c(Cl)c2C)o1,98.0,96.0,0.0,100.0,97.0,99.0,-7.9,-7.6,.,98.0,98.0
Cc1ccc(C(C(=O)NCc2ccc(F)cc2)N(CCCO)C(=O)C2COc3ccccc3O2)o1 (stereo unspecified),102.0,96.0,-1.0,102.2,97.0,101.0,-21.9,3.1,7.4,96.0,99.0
CCC(=Nc1ccc(Cc2ccncc2)cc1)c1c(O)n(C)c(=O)n(C)c1=O,107.0,100.0,0.0,100.6,101.0,103.0,-19.0,6.8,.,99.0,100.0
CCCCCn1c(SCC(=O)CC(=O)OCC)nc2cc(C(=O)N3CCC(C(N)=O)CC3)ccc2c1=O,106.0,95.0,-3.0,98.6,102.0,108.0,-21.0,18.1,16.7,98.0,102.0
CC(=O)N1CCc2cc(S(=O)(=O)NCCC(=O)N3CCc4ccccc4C3)ccc21,100.0,96.0,-12.0,100.9,100.0,97.0,-8.5,9.5,.,99.0,98.0
O=C(Nc1ccc2c(c1)OCO2)C1CCN(C(=O)c2cccs2)CC1,108.0,102.0,-3.0,102.1,101.0,105.0,-23.1,2.9,15.7,99.0,101.0
CCOc1cccc(C(=O)Nc2nccs2)c1,108.0,98.0,4.0,101.8,98.0,101.0,1.1,8.5,7.5,99.0,103.0
CCCOc1ccc(C2c3c(oc4ccccc4c3=O)C(=O)N2CCCN2CCOCC2)cc1 (stereo unspecified),107.0,101.0,1.0,96.3,101.0,106.0,-3.9,18.1,.,103.0,103.0
CCOC(=O)/C(C(N)=NC)=C(\O)c1ccccc1,103.0,97.0,0.0,98.7,97.0,99.0,-19.8,21.1,13.2,98.0,100.0
CCCn1nc(-c2ccccc2)c2nc3ccccc3nc21,98.0,96.0,2.0,90.1,95.0,97.0,23.3,37.6,.,97.0,95.0
COc1cccc2cc(C(C)N(CCCN3CCOCC3)C(=S)Nc3ccc(C)c(C)c3)oc12 (stereo unspecified),99.0,93.0,-2.0,100.9,96.0,95.0,-22.8,16.9,-8.8,95.0,96.0
COc1ccc(OC)c(-c2cc(C(=O)Nc3c(C)nn(Cc4ccccc4)c3C)no2)c1,98.0,95.0,0.0,99.6,97.0,100.0,3.7,6.0,3.4,99.0,98.0
O=C(O)c1ccc(-n2cc(-c3cc4ccccc4oc3=O)[nH]c2=S)cc1,80.0,91.0,0.0,82.5,86.0,83.0,-28.9,50.5*,-2.0,88.0,87.0
Cc1oc(C(C)(C)C)cc1C(=O)Nc1cccc(/C=C\C(=O)O)c1,101.0,95.0,-4.0,97.8,95.0,95.0,-1.9,8.9,-23.6,97.0,94.0
Cc1cc(C)n(CC(=O)NC2C(=O)N3C(C(=O)O)=C(CSc4nnc(C)s4)CSC23)n1 (stereo unspecified),95.0,97.0,0.0,104.0,93.0,92.0,-9.3,19.8,5.6,96.0,94.0
COc1ccccc1CNS(=O)(=O)N(C)C,103.0,109.0,-3.0,99.0,100.0,99.0,-26.7,-10.8,.,97.0,100.0
O=C(C[n+]1ccc(Cc2ccccc2)cc1)Nc1ccccc1,100.0,105.0,2.0,96.5,101.0,99.0,-44.4,0.5,13.1,96.0,98.0
Cc1nnc2ccc(N3CCCC3)nn12,106.0,104.0,-7.0,100.2,99.0,102.0,9.1,1.3,.,98.0,102.0
Cc1cccc(C)c1NC(=O)C(c1ccccc1)N1CCOCC1 (stereo unspecified),103.0,103.0,0.0,102.4,101.0,99.0,-9.2,8.8,.,100.0,101.0
CCN=C1S/C(=C\c2ccc(-c3cccc(C(=O)O)c3)o2)C(=O)N1CC,91.0,90.0,4.0,105.6,89.0,92.0,-22.1,35.4,.,90.0,89.0
CCc1ccc2[nH]c(=O)c(CN(CCN(CC)CC)C(=O)NC3CCCCC3)cc2c1,108.0,99.0,-5.0,100.2,101.0,105.0,5.7,16.9,.,103.0,101.0
O=C(Nc1ccc2c(c1)OCO2)C(c1ccccc1)N1CCCCC1 (stereo unspecified),103.0,100.0,-1.0,97.6,100.0,99.0,-22.6,0.7,.,99.0,100.0
O=C1Nc2ccccc2N=C(c2ccccc2)C1N1CCOCC1 (stereo unspecified),102.0,102.0,0.0,100.4,104.0,104.0,7.2,20.3,12.4,100.0,104.0
O=C(COC(=O)c1cccc([N+](=O)[O-])c1)NCc1ccc2c(c1)OCO2,95.0,97.0,-3.0,99.4,94.0,96.0,-33.5,11.5,.,95.0,97.0
COc1ccc(OC)c(C2=NOC(C(=O)Nc3cc(C)nn3-c3ccccc3)C2)c1 (stereo unspecified),109.0,103.0,-1.0,99.7,104.0,103.0,-10.4,9.2,.,103.0,102.0
C/C(CC(=O)N1CCN(C=O)CC1)=N\NC(=O)c1ccc(Br)cc1,99.0,102.0,2.0,90.4,100.0,98.0,-10.9,10.5,.,96.0,98.0
O=C(CSc1nnc2c(n1)[nH]c1ccccc12)Nc1ccc(S(=O)(=O)Nc2ncccn2)cc1,?,?,15.0,107.3,?,?,-1.0,7.5,-4.5,?,?
Nc1ccc(Sc2cc(Cl)nc(N)n2)cc1,101.0,103.0,0.0,99.6,99.0,99.0,-6.5,0.8,.,98.0,101.0
CN(CC(=O)Nc1ccncc1)S(=O)(=O)c1ccccc1,101.0,103.0,0.0,102.2,106.0,104.0,-2.2,4.0,14.4,100.0,106.0
C=CCN1CCN(C(c2cccc(OC)c2OC)c2nnnn2CCC(C)C)CC1 (stereo unspecified),98.0,96.0,1.0,98.4,97.0,99.0,-18.0,20.9,-0.5,93.0,96.0
CCn1c(COc2cccc3ccccc23)nnc1SCC(=O)OC1CCCCC1,97.0,99.0,0.0,99.0,98.0,98.0,9.2,20.3,5.7,96.0,99.0
COCCn1c(SCC(=O)N2CCCc3ccccc32)nnc1-c1ccoc1C,103.0,102.0,-4.0,103.1,101.0,100.0,-7.1,-5.2,.,101.0,102.0
CCOc1cccc2cc(C(=O)N3CCc4ccccc4C3)c(=O)oc12,109.0,103.0,-3.0,97.3,103.0,106.0,-16.3,16.7,-19.5,101.0,104.0
CCOC(=O)c1ccc(CN(Cc2ccc(C)cc2)S(=O)(=O)c2cccc([N+](=O)[O-])c2)cc1,109.0,101.0,-1.0,94.7,101.0,104.0,0.0,-6.5,7.6,98.0,104.0
Cc1cc(NC(=O)c2ccc([N+](=O)[O-])o2)ccc1NC(=O)c1ccco1,100.0,103.0,0.0,99.8,98.0,94.0,-19.3,22.1,-0.8,94.0,99.0
COc1ccc(C2=NN(C(C#N)c3ccc(OC)c(OC)c3)C(c3ccccc3)C2)cc1 (stereo unspecified),100.0,95.0,-1.0,98.0,97.0,91.0,-47.4,-6.0,.,96.0,96.0
O=c1c(Cc2c(F)cccc2Cl)c(O)ccn1Cc1ccc2c(c1)OCO2,103.0,92.0,-2.0,104.1,95.0,96.0,-45.7,0.1,23.1,93.0,96.0
CCOC(=O)Cc1csc(NC(=O)COc2c(C)cccc2C)n1,93.0,104.0,-3.0,98.5,96.0,96.0,-12.0,15.1,-6.4,93.0,96.0
COCCNC(=S)N(CCc1c(C)[nH]c2ccccc12)Cc1ccco1,95.0,103.0,3.0,102.1,99.0,98.0,-39.1,20.7,-2.0,94.0,96.0
CCCc1cc(=O)[nH]c(SCC(=O)c2cc(C)n(-c3c(C)n(C)n(-c4ccccc4)c3=O)c2C)n1,97.0,102.0,-2.0,101.6,93.0,93.0,-37.3,12.7,-27.6,90.0,96.0
O=C(NCc1cccnc1)c1ccc(Cl)c(S(=O)(=O)Nc2ccccc2C(=O)NCc2cccnc2)c1,93.0,96.0,0.0,100.7,96.0,96.0,5.8,11.4,-17.5,92.0,94.0
COc1ccccc1Oc1coc2cc(O)ccc2c1=O,104.0,108.0,0.0,100.2,109.0,108.0,-54.1,11.5,.,101.0,108.0
O=C(COc1ccc2c(C(F)(F)F)cc(=O)oc2c1)Nc1ccc(N2CCOCC2)cc1,101.0,96.0,-5.0,99.0,98.0,100.0,-17.1,14.0,-12.6,98.0,98.0
Cc1ccccc1C(=O)NC1CCN(Cc2nnnn2CCc2ccccc2)CC1,99.0,99.0,0.0,108.7,98.0,98.0,-3.6,0.7,11.6,96.0,98.0
CCOc1ccc(-c2[nH]nc3c2C(c2ccc(O)cc2)C(C#N)=C(N)O3)cc1 (stereo unspecified),95.0,95.0,0.0,98.7,93.0,96.0,-8.6,-14.3,16.0,93.0,95.0
COC(=O)c1cn(-c2ccccc2)nc1-c1ccccc1,97.0,98.0,2.0,101.1,99.0,96.0,0.4,-10.0,9.7,96.0,101.0
CC1(C)CC(NC(=O)c2ccc3c(c2)OCO3)CC(C)(C)N1,103.0,102.0,8.0,97.5,103.0,103.0,-21.0,-5.2,.,100.0,105.0
Cc1cccc(OCC(=O)N2CCN(C(=O)c3ccc([N+](=O)[O-])cc3)CC2)c1,101.0,104.0,-2.0,91.3,99.0,97.0,-19.5,6.3,-21.5,96.0,101.0
COc1ccc(C/C(N)=N/n2cnnc2)cc1,99.0,99.0,-1.0,97.7,101.0,99.0,7.8,1.8,-4.6,98.0,101.0
O=c1c2c3c(sc2n2cnnc2n1CCc1ccccc1)CCCC3,105.0,102.0,0.0,103.7,100.0,99.0,-9.9,-1.1,5.6,100.0,101.0
Cc1ccccc1C(=O)N/N=C/c1ccc([N+](=O)[O-])s1,105.0,101.0,-5.0,99.7,102.0,105.0,-33.6,10.7,.,99.0,101.0

# Screening results from PubChem.
